From PubChem
hIAP block: human IAP inhibitors, primary screen, biochemical, luminescence, uHTS; AID 2544, 2010; Intestinal-type alkaline phosphatase (Homo sapiens), P09923; purified IAP, CDP-Star luminescence, 30 min; inhibition, % at 10 µM; 0.12% of 330,000 active;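 active = inhibition reaching a set limit with compound at 10 µM in the primary screen, cut at about 35% in these data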;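 also: plate controls were DMSO wells with enzyme for no effect and no-enzyme buffer wells for full effect; values of inactives mirror those of a sister screen read the other way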
hIAP activ: human IAP activators, primary screen, biochemical, luminescence, uHTS. purified human IAP, CDP-Star luminescence, 30 min; active compounds read high; 1 = vehicle-only enzyme, 0 = enzyme-free background. AID 2524, 2010. activation factor at 10 µM. 0.16% of 330,000 active;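 active = activation factor of the enzyme at least 2-fold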; also: the source names both 10 and 20 µM as test concentration; values of inactives mirror those of a sister screen read the other way
mIAP activ: activators of mouse IAP, primary screen, biochemical, luminescence, uHTS; muIAP, CDP-Star luminescence, 30 min; active compounds read high; 1 = vehicle-only enzyme signal, 0 = enzyme-free wells; activation factor at 10 µM; 0.24% of 330,000 active; intestinal alkaline phosphatase [Mus musculus];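 active = activation factor of at least 2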; also: the source names both 10 and 20 µM as test concentration; values of inactives mirror those of a sister screen read the other way
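System: Mouse IAP enzyme | Also added: CDP-Star substrate | Dosing: Compounds dispensed in DMSO | Schedule: 30 min enzyme-substrate-compound incubation at room temperature | Technique: Chemiluminescence readout | Control set: DMSO-only wells and no-enzyme negative control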
mIAP inh: inhibitors of mouse IAP, primary screen, biochemical, luminescence, uHTS; purified mouse IAP, CDP-Star luminescence, 30 min; inhibition, % at 10 µM; intestinal alkaline phosphatase [Mus musculus]; 0.2% of 330,000 active;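 active = inhibition of at least 40% at 10 µM in the primary screen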;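 also: plate controls were DMSO with enzyme for no effect and no enzyme wells for full effect; values of inactives mirror those of a sister screen read the other way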
ATG4B inh: ATG4B protease inhibitors, primary screen, biochemical, fluorescence, uHTS; Cysteine protease ATG4B (Homo sapiens), Q9Y4P1; 0.51% of 340,000 active; inhibition, % at 8.33 µM; AID 504462, 2011; ATG4B cleavage of LC3-PLA2, NBD-HPC fluorescence, 1 h; in the data active = inhibition above about 40%
Target sequence (Q9Y4P1 whole entry, looked up): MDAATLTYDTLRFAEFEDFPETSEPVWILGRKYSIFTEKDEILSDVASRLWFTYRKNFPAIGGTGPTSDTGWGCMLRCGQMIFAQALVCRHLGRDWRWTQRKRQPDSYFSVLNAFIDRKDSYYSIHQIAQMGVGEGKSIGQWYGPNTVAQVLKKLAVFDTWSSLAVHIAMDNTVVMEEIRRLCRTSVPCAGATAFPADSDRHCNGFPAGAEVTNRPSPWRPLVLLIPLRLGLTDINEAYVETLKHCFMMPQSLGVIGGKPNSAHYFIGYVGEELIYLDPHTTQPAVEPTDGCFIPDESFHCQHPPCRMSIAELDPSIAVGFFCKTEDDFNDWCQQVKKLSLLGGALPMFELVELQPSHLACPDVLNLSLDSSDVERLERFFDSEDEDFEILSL
TIM10 inh: growth inhibitors of isogenic TIM10 control yeast, primary screen, counter-screen for tim10-1 yeast inhibitor project, luminescence, uHTS; S. cerevisiae TIM10 strain growth, BacTiter-Glo luminescence, 24 h; inhibition, % at 10 µM; 1.4% of 330,000 active; AID 463195, 2010;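 active = inhibition of 40% or more at the single tested concentration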;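 also: wild-type TIM10 isogenic control strain grown at permissive 25 °C; 0% = DMSO yeast wells and 100% = minimal medium wells without yeast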
NALP3 yeast inh: NALP3 inflammasome inhibitors in reconstituted yeast, primary screen, luminescence, uHTS. inhibition, % at 10 µM. 0.39% of 330,000 active. AID 2825, 2010. Yeast reconstituted NLRP3/ASC/caspase-1, beta-gal luminescence, 24 h;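 active = inhibition of 50% or more; inactive = inhibition below 50%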;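 also: plate controls were induced DMSO wells for no effect and uninduced yeast grown without galactose for full effect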
Apaf1 inhib: inhibitors of human Apaf-1 apoptosome, primary screen, biochemical, DEVD-Rh110 fluorescence, uHTS | AID 489030, 2010 | reconstituted apoptosome caspase-3 activity | 0.71% of 330,000 active | inhibition, % at 20 µM; active = inhibition of at least 40% at 20 µM;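 also: plate controls were DMSO wells for no effect and DEVD-CHO caspase inhibitor wells for full effect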
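detection = Rh110 fluorescence intensity | test system = biochemical Apaf-1 apoptosome reconstitution | also added = cytochrome c and DEVD-Rh110 substrate | schedule = 30 min plus 50 min, RT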
tim10-1 inh: growth inhibitors of tim10-1 mutant yeast, primary screen, luminescence, uHTS; S. cerevisiae tim10-1 ts strain growth, BacTiter-Glo, 24 h; inhibition, % at 20 µM; 2.2% of 330,000 active;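 active = inhibition of at least 40%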;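 also: mutant grown at 25 °C; 0% = DMSO wells with yeast and 100% = wells holding no yeast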
* marks the source's active call; other numbers are inactive results.

SMILES | hIAP block | hIAP activ | mIAP activ | mIAP inh | ATG4B inh | TIM10 inh | NALP3 yeast inh | Apaf1 inhib | tim10-1 inh
C=C(C)C(=O)Nc1ccc2c(c1)OCCOCCOCCO2 | -6 | 1.1 | 1 | 0 | -7 | 14 | 10 | -447 | 13
COc1ccc(Br)cc1CN(C)CC(O)COc1ccc(Br)cc1 (centres undefined) | 6 | 0.94 | 0.98 | 2 | 2 | 8 | 17 | 28 | 12
O=C(CCCN1C(=O)C(c2ccccc2)Oc2cccnc21)NCc1ccc(F)cc1 (centres undefined) | 1 | 0.99 | 0.96 | 4 | 16 | 9 | 10 | 12 | 24
COc1cccc(N2C(=O)/C(=C\c3cccs3)NC2=S)c1 | -8 | 1.1 | 1 | -4 | 1 | 2 | -7 | 0 | -3
COc1ccc(C(=O)N2CCC(C(=O)Nc3ccccc3C)CC2)cc1OC | 9 | 0.91 | 1.2 | -20 | 2 | -17 | -6 | 2 | -10
c1ccc(-c2cn3c(n2)SCC3)cc1 | -24 | 1.2 | 1 | 0 | -7 | -7 | 28 | -2 | -29
COc1ccc(-n2nc(C(=O)NCC(=O)N3CCCCC3)c3ccccc3c2=O)cc1 | 6 | 0.94 | 0.9 | 10 | 9 | 8 | 29 | 1 | 26
C#CCN(Cc1ccco1)C(=O)c1ccc(OC2CCN(Cc3ccccn3)CC2)cc1 | 13 | 0.87 | 1.1 | -6 | -3 | 3 | 6 | 12 | -5
O=C(/C=C/c1ccccc1)Oc1ccccc1C(=S)N1CCOCC1 | 4 | 0.96 | 0.9 | 10 | -12 | 38 | 19 | -3 | 28
CSCC(=O)N1CCC(n2nccc2NC(=O)CCc2ccccc2)CC1 | -8 | 1.1 | 0.97 | 3 | -2 | 8 | -12 | 4 | -5
Clc1ccc(-c2nc(NCCN3CCOCC3)c3ccccc3n2)cc1 | -6 | 1.1 | 1 | -1 | 13 | 19 | 21 | 19 | 17
CC(=O)c1c(C)[nH]c(C(=O)CSc2nc3ccccc3c(=O)n2CCCN2CCOCC2)c1C | 19 | 0.81 | 1.1 | -8 | 4 | 2 | 26 | -1 | 22
Cn1c(N)c(C(=O)CSc2nnc(-c3c[nH]c4ccccc34)n2C2CC2)c(=O)[nH]c1=O | -12 | 1.1 | 1.1 | -5 | 3 | 4 | 21 | -8 | -4
CN(c1ccc(F)cc1)S(=O)(=O)c1ccc(Cl)c(C(=O)NCC2CCCO2)c1 (centres undefined) | 5 | 0.95 | 0.98 | 2 | -9 | 5 | 8 | -3 | -9
NC(=O)C1CCN(C(=O)c2cc3n(n2)C(C(F)(F)F)CC(c2ccco2)N3)CC1 (centres undefined) | 0 | 1 | 1.1 | -7 | -1 | -1 | -12 | -6 | 14
CC(C)Cn1c(N)c(C(=O)COC(=O)/C=C/c2ccccc2)c(=O)n(C)c1=O | -21 | 1.2 | 1 | -1 | -3 | 17 | 6 | 23 | 42*
Cc1ccc(S(=O)(=O)N2CCOCC2)cc1C(=O)NC1CCCCC1 | 0 | 1 | 0.97 | 3 | 2 | -13 | 2 | 0 | 13
CCN(CC)CC#CCOC(c1ccccc1)c1ccccc1 | 9 | 0.91 | 0.96 | 4 | -1 | -4 | 25 | 7 | 7
CCSc1nc2ccc(OC)cc2cc1C#N | -4 | 1 | 0.86 | 14 | 2 | -24 | 28 | 7 | 7
CCN1CCN(C(=O)Nc2cccc3ccccc23)CC1 | 10 | 0.9 | 1 | -3 | -8 | 6 | 20 | -3 | 8
Cc1cc(C)nc(N2CCCC(C(=O)Nc3ccc4nc(C)c(C)nc4c3)C2)n1 (centres undefined) | -4 | 1 | 1 | -3 | -15 | -4 | 28 | 1 | 35
COc1ccc(NC(=O)CN(C)CC(=O)Nc2ccc(C)c(S(=O)(=O)N3CCCCC3)c2)cc1 | -7 | 1.1 | 1.2 | -19 | -13 | 1 | 14 | 12 | 8
O=C(CCc1nnc2ccc(NCc3ccco3)nn12)Nc1ccc(F)cc1 | -15 | 1.1 | 0.97 | 3 | 2 | 5 | 2 | 3 | 8
Cc1ccc(Nc2nc(=O)c3cccnc3s2)cc1 | -3 | 1 | 1.1 | -14 | -6 | 31 | 3 | -4 | 19
CCC(c1nnc(SCC(=O)Nc2cc(S(C)(=O)=O)ccc2Cl)n1Cc1ccccc1)N(C)C (centres undefined) | 8 | 0.92 | 0.98 | 2 | 2 | -27 | 8 | 26 | -32

Among those listed so far, these contain an NH in an aromatic ring:
SMILES | hIAP block | hIAP activ | mIAP activ | mIAP inh | ATG4B inh | TIM10 inh | NALP3 yeast inh | Apaf1 inhib | tim10-1 inh
CC(=O)c1c(C)[nH]c(C(=O)CSc2nc3ccccc3c(=O)n2CCCN2CCOCC2)c1C | 19 | 0.81 | 1.1 | -8 | 4 | 2 | 26 | -1 | 22
Cn1c(N)c(C(=O)CSc2nnc(-c3c[nH]c4ccccc34)n2C2CC2)c(=O)[nH]c1=O | -12 | 1.1 | 1.1 | -5 | 3 | 4 | 21 | -8 | -4

Grouped by structure, the entries above containing four or more nitrogen atoms.
SMILES | hIAP block | hIAP activ | mIAP activ | mIAP inh | ATG4B inh | TIM10 inh | NALP3 yeast inh | Apaf1 inhib | tim10-1 inh
COc1ccc(-n2nc(C(=O)NCC(=O)N3CCCCC3)c3ccccc3c2=O)cc1 | 6 | 0.94 | 0.9 | 10 | 9 | 8 | 29 | 1 | 26
CSCC(=O)N1CCC(n2nccc2NC(=O)CCc2ccccc2)CC1 | -8 | 1.1 | 0.97 | 3 | -2 | 8 | -12 | 4 | -5
Clc1ccc(-c2nc(NCCN3CCOCC3)c3ccccc3n2)cc1 | -6 | 1.1 | 1 | -1 | 13 | 19 | 21 | 19 | 17
CC(=O)c1c(C)[nH]c(C(=O)CSc2nc3ccccc3c(=O)n2CCCN2CCOCC2)c1C | 19 | 0.81 | 1.1 | -8 | 4 | 2 | 26 | -1 | 22
Cn1c(N)c(C(=O)CSc2nnc(-c3c[nH]c4ccccc34)n2C2CC2)c(=O)[nH]c1=O | -12 | 1.1 | 1.1 | -5 | 3 | 4 | 21 | -8 | -4
NC(=O)C1CCN(C(=O)c2cc3n(n2)C(C(F)(F)F)CC(c2ccco2)N3)CC1 (centres undefined) | 0 | 1 | 1.1 | -7 | -1 | -1 | -12 | -6 | 14
Cc1cc(C)nc(N2CCCC(C(=O)Nc3ccc4nc(C)c(C)nc4c3)C2)n1 (centres undefined) | -4 | 1 | 1 | -3 | -15 | -4 | 28 | 1 | 35
COc1ccc(NC(=O)CN(C)CC(=O)Nc2ccc(C)c(S(=O)(=O)N3CCCCC3)c2)cc1 | -7 | 1.1 | 1.2 | -19 | -13 | 1 | 14 | 12 | 8
O=C(CCc1nnc2ccc(NCc3ccco3)nn12)Nc1ccc(F)cc1 | -15 | 1.1 | 0.97 | 3 | 2 | 5 | 2 | 3 | 8
CCC(c1nnc(SCC(=O)Nc2cc(S(C)(=O)=O)ccc2Cl)n1Cc1ccccc1)N(C)C (centres undefined) | 8 | 0.92 | 0.98 | 2 | 2 | -27 | 8 | 26 | -32
